HEK cytotox = Cytotoxic Profiling in HEK 293 Cell Line of Diverse Libraries Using Quantitative High-Throughput Screening. Potency, µM (top dose mostly 115 µM), for inactives: at the highest dose activity change, negative = cytotoxicity, most hits filed as inhibitors. HEK 293 viability, ATP luminescence (CellTiter-Glo), 48-72 h. 94,000 compounds, 6.6% hits. AID 1345083, 2018; also: potency is read from the fitted curve at half-maximal effect; nearly all actives have a fitted effect of over 60% in size
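Pintool-delivered compounds were incubated with HEK 293 cells (250 cells/well) at 37 degree Celsius for 48 or 72 hr. ATP-dependent luminescence (CellTiter-Glo) then reported remaining viable cells.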
Luciferase inh = Firefly luciferase inhibition profiling of diverse chemical library using quantitative high-throughput screening | Luciferin 4-monooxygenase (Photinus pyralis), P08659 | purified P. pyralis luciferase, luminescence, biochemical | Potency, µM (highest dose often 115 µM), for the others: at the highest dose activity change, negative = inhibition, hits mostly inhibitors | 76,000 compounds, 2.5% hits; also: potency is read from the fitted curve at half-maximal effect; nearly all actives have a fitted effect of over 65% in size
Target sequence (P08659 whole entry, looked up): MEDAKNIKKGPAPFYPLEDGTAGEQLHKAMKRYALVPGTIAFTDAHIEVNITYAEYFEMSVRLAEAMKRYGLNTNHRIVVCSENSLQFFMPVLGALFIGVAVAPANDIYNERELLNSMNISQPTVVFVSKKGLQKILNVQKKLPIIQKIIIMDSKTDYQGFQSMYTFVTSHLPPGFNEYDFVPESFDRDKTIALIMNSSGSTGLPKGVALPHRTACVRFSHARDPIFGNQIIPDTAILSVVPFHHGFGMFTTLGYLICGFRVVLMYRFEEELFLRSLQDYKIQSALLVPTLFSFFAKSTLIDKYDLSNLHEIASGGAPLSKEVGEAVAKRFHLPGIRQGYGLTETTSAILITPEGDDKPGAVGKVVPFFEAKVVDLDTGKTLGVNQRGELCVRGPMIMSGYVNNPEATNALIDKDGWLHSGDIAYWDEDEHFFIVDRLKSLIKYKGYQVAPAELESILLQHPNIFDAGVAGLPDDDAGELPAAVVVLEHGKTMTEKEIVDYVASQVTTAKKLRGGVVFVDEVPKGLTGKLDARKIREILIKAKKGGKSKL
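Purified 10nM P. pyralis luciferase with 10uM D-luciferin and 10uM ATP in 50mM Tris acetate pH 7.5, 10mM Mg acetate, 0.01% Tween-20, 0.05% BSA. qHTS titration; luminescence read by CCD imager.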
SNCA expr inh = Primary qHTS assay for inhibitors of alpha-synuclein gene (SNCA) expression; Potency, µM (titrated, usually from 57.2 µM), without a hit: at the top dose activity change, negative = inhibition, usual class: inhibitors; HEK-293 SNCA-luciferase knock-in, luminescence, 24 h; AID 1671194, 2021; 140,000 compounds, 0.17% hits;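 also: potency is read from the fitted curve at half-maximal effect; plate controls were DMSO cells for no effect and cell-free wells for full effect; nearly all actives have a fitted effect of over 45% in size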
GPT2 inh = Primary qHTS assay for inhibitors of Glutamate pyruvate transaminase 2 (GPT2). Alanine aminotransferase 2 (Homo sapiens), Q8TD30. Recombinant GPT2, coupled pyruvate oxidase/HRP Amplex Red fluorescence. 100,000 compounds, 0.25% hits. Potency, µM (highest dose often 57.7 µM), for the others: at the top dose activity change, negative = inhibition, most hits filed as inhibitors. AID 1671188, 2021; also: potency is read from the fitted curve at half-maximal effect; nearly all actives have a fitted effect of over 60% in size; many of its hits are not listed in these tables
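Fluorescence of coupled pyruvate oxidase/HRP/Amplex Red system (50uM Amplex, 30 min, dark) reports pyruvate formed by GPT2. Enzyme reaction: 10ng/uL GPT2, 2mM L-alanine, 250uM a-KG, 30 min room temperature, pH 7.5; 50uM AOA control.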
IP6K1 inh = Primary qHTS assay for small molecule inhibitors of Inositol hexaphosphate kinase 1 (IP6K1). Inositol hexakisphosphate kinase 1 (Homo sapiens), Q92551. IP6K1 kinase, ADP-Glo luminescence, 2 h; hits give low values. activity change, % (series mostly up to about 58 µM). 140,000 compounds, 0.81% hits. AID 1645851, 2021; in the data active = activity change below about -25%
Target sequence (Q92551 whole entry, looked up): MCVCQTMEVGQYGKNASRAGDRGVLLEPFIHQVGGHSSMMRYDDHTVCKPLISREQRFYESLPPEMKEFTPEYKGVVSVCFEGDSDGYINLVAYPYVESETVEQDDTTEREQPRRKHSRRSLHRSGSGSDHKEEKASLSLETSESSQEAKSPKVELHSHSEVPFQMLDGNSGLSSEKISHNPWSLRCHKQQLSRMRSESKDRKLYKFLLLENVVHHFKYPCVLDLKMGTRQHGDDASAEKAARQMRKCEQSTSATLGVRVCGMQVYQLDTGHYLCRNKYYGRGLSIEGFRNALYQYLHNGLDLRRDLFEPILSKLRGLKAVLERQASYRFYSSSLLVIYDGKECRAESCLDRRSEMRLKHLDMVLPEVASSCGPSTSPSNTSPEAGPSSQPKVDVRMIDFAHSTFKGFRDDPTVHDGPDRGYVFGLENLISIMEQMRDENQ
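ADP-Glo luminescence measures ADP made by human IP6K1 during a 2 h RT reaction with ATP/IP6 (mix at 1.3 mM/130 uM); top library doses 57.5 and 19.1 uM final.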
NIH3T3 tox = Cytotoxic Profiling in NIH 3T3 Cell Line of Diverse Libraries Using Quantitative High-Throughput Screening; NIH 3T3 viability, CellTiter-Glo ATP luminescence, 48-72 h; Potency, µM (top dose mostly 96.7 µM), for inactives: top-dose activity change, negative = cytotoxicity, most hits filed as inhibitors; 94,000 compounds, 4.3% hits; also: potency is read from the fitted curve at half-maximal effect; nearly all actives have a fitted effect of over 55% in size
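Viability of NIH 3T3 cells after 48 or 72 hr compound treatment at 37 °C was assessed by CellTiter-Glo, with luminescence imaged following a 10 min room-temperature step.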
SNCA viab count = GF-AFC viability counterscreen for inhibitors of alpha-synuclein gene (SNCA) expression; HEK-293-SNCA-luc viability, GF-AFC fluorescence, 24 h; AID 1671193, 2021; 150,000 compounds, 0.12% hits; Potency, µM (series often up to 57.1 µM), for the others: at the top dose activity change, negative = cytotoxicity, most hits filed as cytotoxic;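 also: potency is read from the fitted curve at half-maximal effect; 0% = DMSO-treated cells and -100% = medium-only wells without cells; nearly all actives have a fitted effect of over 30% in size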
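HEK-293-SNCA-luc cells (1500/well) plated 24 h, then exposed 24 h to a dilution series; GF-AFC added 30 min at 37C, fluorescence 405/540 nm; normalised to medium-only and DMSO wells, Hill fit.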
* = called active by the depositor; i = inactive; ? = inconclusive; nt = no result given; [ ] = another dose, or the depositor's remark. Unless noted, calls follow the shape of the dose curve; as a rule, active = well fitted curve in the direction sought with a large enough effect; inconclusive = small, poorly fitted or top-dose-only effect, or another doubt; inactive = no such curve, though single readings can be large; an effect the other way counts as inactive or inconclusive. Unless noted, % is scaled to controls: 0 for no effect and ±100 for the full control effect. The list is partial; count on the stated rates, not on these rows.

SMILES	HEK cytotox	Luciferase inh	SNCA expr inh	GPT2 inh	IP6K1 inh	NIH3T3 tox	SNCA viab count
Cc1noc(C)c1[S+](=O)([O-])NC1CCN(c2nccc(Nc3ccccc3F)n2)CC1	?	nt	7.0%	i	-3.4	?	-4.8%[12.5 µM]
COc1ccc(OC)c(/C=C/C(=O)Nc2ccc(C(=O)OCCC(C)C)cc2)c1	nt	nt	?	nt	2.3	nt	?
Cc1ccc(CN2CCC3(CC2)CC(=O)N(c2ccccc2)c2ccccc2O3)cc1	31.6µM*	-2.7%	-19.3%	i	-2.6	39.8µM*	-11.9%
COc1cccc(CC(=O)N2CCC(Oc3ncccc3C(=O)N(C)C)C2)c1 (centres undefined)	-20.0%	-7.1%	3.1%	-8.9%	-5.6	-11.9%	3.9%
COc1cccc(CN2CCC3(CC2)OC(=O)N(Cc2ccccc2)C3(C)c2ccccc2)c1 (centres undefined)	?	-6.3%	?	-3.1%	-16.7	?	-10.2%
C=CCN(Cc1cccc(OC)c1)C(=O)CCc1cccc(F)c1	?	-11.0%	-1.7%	-33.7%	-3.5	?	6.5%
O=C(Nc1cc(F)ccc1F)N1CCCC(Cn2c(C3CC3)nc3cccnc32)C1 (centres undefined)	-12.4%	7.3%	6.9%	i	-5.5	?	-15.6%
Cc1ccc([S+](=O)([O-])N2CCC3(CC2)CC(=O)N(c2ccccc2)c2ccccc2O3)cc1	25.1µM*	5.0%	?	0.9%	-10.8	?	?
CC(=O)NC1CCCN(c2ccc3nnc(-c4ccccc4)n3n2)C1 (centres undefined)	-12.8%	nt	nt	nt	0.7	-25.4%	nt
COCCc1noc(-c2ccccc2OC2CN(C(=O)CCn3nc(C)cc3C)C2)n1	12.2%	-4.7%	-10.0%	i	3.4	i	-6.2%
COCc1noc([C@@H]2CC(F)(F)CN2C(=O)Cc2ccc(F)cc2)n1	i	-1.1%	21.6%	i	11.5	-1.4%	3.6%
COCC(=O)N(C1CCOCC1)C1CCN(C(=O)Cc2ccc(OC)cc2)CC1	18.0%	-2.7%	25.5%	i	-7.0	-1.6%	4.4%
CCOC(=O)c1c(S(=O)(=O)N2CCC(C(=O)NCc3cccc(OC)c3)CC2)c(C)n(C)c1C	nt	nt	2.2%	nt	6.1	nt	11.1%
O=C(CCC1CCN(S(=O)(=O)c2cccc(F)c2)CC1)NCc1ccncc1	-13.5%	-3.0%	13.6%	i	23.3	-7.6%	0.2%
COc1cccc(COC2CN(CCc3ccccc3)C(=O)CN(C(=O)c3cc(C)nn3C)C2)c1 (centres undefined)	3.0%	0.1%	33.4%[activator]	-7.7%	-3.3	-7.2%	-4.2%
CC(=O)NC1(C)CCCN(c2ccc(Oc3ccccc3)cc2)C1 (centres undefined)	?	-29.8%[172 µM]	82.6%[activator][87.6 µM]	?	-11.3	?	-19.2%[87.6 µM]
O=C(NC1CCCCC1)c1ccc2c(c1)N(Cc1ccc(Cl)cc1)C(=O)c1ccccc1S2=O (centres undefined)	nt	nt	13.2%	nt	13.8	nt	4.4%
Cc1cc(NC(=O)c2oc3c(c2C)-c2[nH]ncc2CC3)ccc1Br	nt	nt	145.7%[activator]	nt	5.2	nt	?
CCOC(=O)c1ccc(NC(=O)c2sc3ccccc3c2Cl)cc1	nt	nt	12.1%	nt	12.2	nt	-11.6%
O=c1n(-c2ccncc2)nc2n1CCN(Cc1ccc(C(F)(F)F)cc1)C2	12.6µM*	5.9%	-19.3%	-5.8%	-12.3	?	-12.0%
O=C(N[C@@H]1CCOC[C@H]1OCCO)c1cc(-c2ccsc2)n[nH]1	-13.0%	0.8%	19.8%	0.7%	4.0	-6.4%	-9.8%
N=C1N=C(N)c2cc3ccccc3cc21	nt	nt	-47.5%	4.2%[88.5 µM]	10.9	nt	12.1%
O=C(c1ccc(Oc2ccccc2)cc1)N1CCOCC12CCN(Cc1ccccc1)CC2	?	0.8%	-30.6%	i	-1.6	?	-15.1%
Cc1cccc2nc(C(=O)N3CCC4(CCNCC4)CC3)cn12	-2.9%	-4.4%	7.3%	-11.3%	4.8	-8.6%	?
Cc1cc(C2CCCN2C(=O)c2cc(C)c(C)c(S(N)(=O)=O)c2)on1 (centres undefined)	-18.6%	6.4%	-24.1%	i	0.5	-9.3%	-0.9%
COc1ccc(CCNC(=O)C2CN(C3CCCC3)C(=O)N2)cc1 (centres undefined)	i	nt	13.3%[87.6 µM]	i	-4.1	-1.9%[138 µM]	7.6%[12.5 µM]
CN(C)c1cccc(C(=O)NCC2CCN(c3cc(-c4ccc(F)cc4)[nH]n3)CC2)c1	?	?	45.8%[activator]	?	0.0	?	-6.5%
COCCN1CC[C@H]2N(Cc3nc4c(cnn4C)c(=O)[nH]3)CCC[C@]2(C(=O)O)C1	-5.0%	-7.5%	-21.7%	0.0%	-0.1	0.1%	-13.2%
CCOC(=O)c1cccc(NC(=O)c2sc3nc[nH]c(=O)c3c2C)c1	nt	nt	39.8%[activator]	nt	-6.4	nt	2.6%
CN1[C@@H](CCC(=O)NCc2cccs2)CNC(=O)[C@@H]2[C@H]1CCN2C1CCOCC1	4.4%[172 µM]	-4.9%[172 µM]	7.1%[87.6 µM]	-13.4%[88.5 µM]	11.1	-11.9%[138 µM]	1.2%[87.6 µM]
CC(C)[C@H](C(=O)Nc1ccc(C(=O)NO)cc1)c1ccccc1	nt	nt	-25.9%	-43.3%	nt	nt	-14.6%
Cc1cccc(OCCc2noc(C3CN(C4CCN(Cc5ccccc5)CC4)C3)n2)c1	?	7.9%	-19.5%	-0.7%	-1.8	-26.6%	-1.9%
C=C1/C(=C/C=C2\CCC[C@]3(C)[C@@H]([C@H](C)/C=C/[C@@H](C)C(C)C)CC[C@@H]23)C[C@@H](O)C[C@@H]1O	nt	nt	nt	i	30.9	nt	-10.5%
C[S+](=O)([O-])NCc1nnc2n1C(C(=O)NCc1ccccc1)CC2 (centres undefined)	-7.4%[172 µM]	nt	-3.3%[87.6 µM]	-20.0%[88.5 µM]	11.4	-17.5%[138 µM]	0.1%[12.5 µM]
O=C(NCCc1csc(-c2ccncc2)n1)C1CNCCO1 (centres undefined)	-4.5%	-4.4%	-9.6%	?	8.2	-2.0%	9.1%
CNC(=O)c1cc(C2CC2)nc2c1c(C1CCN(C(=O)Nc3ccc(Cl)cc3)C1)nn2C (centres undefined)	?	nt	nt	nt	-1.4	?	nt
Cn1cccc1C(=O)N1CCC(c2nn(C)c3c2COCC3)CC1	2.6%	-7.2%	-9.6%	i	6.8	-9.2%	5.2%
CCOc1ccccc1NC(=O)Cn1c(C)cc2nc3n(c(=O)c21)CCCCC3	-22.7%	4.2%	-0.5%	4.2%	-16.4	-25.2%	-20.9%
CCN(CC)C(=O)N1CCCC(c2nc(-c3ccccc3)no2)CCNC(=O)CC1 (centres undefined)	-12.2%	1.5%	-27.1%	i	25.2	-19.7%	-3.2%
O=C(NCc1ccc(F)cc1F)c1nnn2c1COC(c1ccc(Br)cc1)C2 (centres undefined)	-16.5%	2.2%	-10.3%	-12.6%	-5.9	-20.1%	-2.3%
Cc1cc2nc(N(Cc3cccnc3)C(=O)c3ccc(Cl)s3)sc2cc1C	nt	nt	26.1%	nt	-6.5	nt	?
Cc1ccc(S(=O)(=O)n2nc(-c3ccc(Cl)cc3)nc2NCc2ccccc2)cc1	nt	nt	41.0%[activator]	nt	3.8	nt	13.8%
O=C(Cn1ncc2c3ccccc3n(Cc3cccc(Cl)c3)c2c1=O)NCc1cccs1	nt	nt	3.0%	nt	1.6	nt	1.9%
Cc1nn(CCC(=O)NC(C)C)c(=O)c2nn(-c3ccccc3)c(C)c12	nt	nt	13.8%	nt	-1.5	nt	4.9%
Cc1cc2n(n1)CCC(=O)N2Cc1ccc(C(=O)Nc2cccc(C(F)(F)F)c2)cc1	nt	nt	-3.2%	nt	0.5	nt	-20.9%
Cc1ccc(C(=O)N2CCCCCCN(C)C(=O)[C@@H]3CCC[C@@H]32)cn1	2.3%	0.1%	-8.3%	i	-0.4	i	-2.1%
Cc1ccccc1C(=O)Nc1nnc(SCc2cc(=O)n3ccccc3n2)s1	nt	nt	-4.9%	nt	-6.0	nt	3.5%
Cc1[nH]c(=O)[nH]c(=O)c1CN1CCCC(CCc2ccc(F)cc2F)C1 (centres undefined)	0.8%	-5.3%	9.0%	3.2%	-1.8	0.2%	2.5%

By substructure: those above with a thiophene ring, fused or not (6)
SMILES	HEK cytotox	Luciferase inh	SNCA expr inh	GPT2 inh	IP6K1 inh	NIH3T3 tox	SNCA viab count
CCOC(=O)c1ccc(NC(=O)c2sc3ccccc3c2Cl)cc1	nt	nt	12.1%	nt	12.2	nt	-11.6%
O=C(N[C@@H]1CCOC[C@H]1OCCO)c1cc(-c2ccsc2)n[nH]1	-13.0%	0.8%	19.8%	0.7%	4.0	-6.4%	-9.8%
CCOC(=O)c1cccc(NC(=O)c2sc3nc[nH]c(=O)c3c2C)c1	nt	nt	39.8%[activator]	nt	-6.4	nt	2.6%
CN1[C@@H](CCC(=O)NCc2cccs2)CNC(=O)[C@@H]2[C@H]1CCN2C1CCOCC1	4.4%[172 µM]	-4.9%[172 µM]	7.1%[87.6 µM]	-13.4%[88.5 µM]	11.1	-11.9%[138 µM]	1.2%[87.6 µM]
Cc1cc2nc(N(Cc3cccnc3)C(=O)c3ccc(Cl)s3)sc2cc1C	nt	nt	26.1%	nt	-6.5	nt	?
O=C(Cn1ncc2c3ccccc3n(Cc3cccc(Cl)c3)c2c1=O)NCc1cccs1	nt	nt	3.0%	nt	1.6	nt	1.9%
